RGS4 pot: RGS4 potentiation or activation; HEK293 M3R/inducible RGS4, carbachol calcium flux Fluo4; stronger effect = lower value; B-score at 10 µM; actives 0.92% (n = 310,000);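 active = B-score of the integrated calcium signal more than 4 SD below the library mean, with starting fluorescence not abnormally high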;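 also: negative B-score means reduced calcium response which marks RGS4 activation or potentiation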
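test system = M3R-expressing HEK293 line, RGS4 induced by doxycycline | probe or stimulus = carbachol at ECmax as muscarinic agonist stimulus | timing = dye loading 30 min 37 °C, buffer rest 30 min RT | signal = calcium dye Fluo4 fluorescence | evaluation = B score from integrated fluorescence ratio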
hERG protect: hERG (human) protection from proarrhythmic block | actives 0.51% (n = 310,000) | CHO-hERG, FluxOR thallium flux, dofetilide IC70 present | Q12809 | activation (rescue from dofetilide block), less the hit threshold, % at 10 µM;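 active = activation above the mean of controls blocked by dofetilide plus 5 SD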;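 also: thallium influx through hERG after potassium depolarization seen as dye fluorescence rise; in these data hits start at about 4.7%; inactives centre near -7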
MrgX1 PAM: allosterically activates human MrgX1 receptor signaling; MrgX1-HEK293, Fluo-4 calcium flux, FDSS; stronger effect = higher value; B-score at 10 µM; actives 0.63% (n = 310,000); AID 588675;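 active = plate-corrected calcium response at least 3 library SD above typical, normal starting fluorescence, not activating the receptor alone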;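 also: compound read alongside a low EC10 to EC30 dose of BAM8-22 agonist; peak minus trough fluorescence over baseline measured at the second addition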
Target sequence (Q96LB2 whole entry, looked up): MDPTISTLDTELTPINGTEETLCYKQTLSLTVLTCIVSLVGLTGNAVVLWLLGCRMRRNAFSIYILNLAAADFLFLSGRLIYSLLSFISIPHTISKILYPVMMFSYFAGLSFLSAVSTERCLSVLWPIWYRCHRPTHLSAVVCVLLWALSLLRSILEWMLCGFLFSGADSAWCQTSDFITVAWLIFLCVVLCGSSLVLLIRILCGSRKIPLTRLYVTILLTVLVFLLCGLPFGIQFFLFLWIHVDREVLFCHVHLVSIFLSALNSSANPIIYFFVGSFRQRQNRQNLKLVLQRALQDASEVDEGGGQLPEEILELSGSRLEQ
TMEM16A act: activators or potentiators of mouse TMEM16A chloride channel. Q8BHY3. HEK293 TMEM16A/YFP-H148Q/I152L, iodide quench fluorescence; stronger effect = lower value. B-score at 10 µM. actives 0.3% (n = 340,000). AID 623877;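 active = fluorescence-ratio B-score plate-corrected deviation score at least 3 library SD below zero, with starting fluorescence score within 5 deviations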;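 also: channel opened by trigger with iodide after compound preincubation; score built on the fluorescence ratio of max minus min over baseline; more negative score means more quench and so TMEM16A activation or potentiation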
KCNK9 block: blocks the human KCNK9 two-pore domain potassium channel | Q9NPC2 | B-score at 10 µM | HEK293 KCNK9, FluxOR thallium flux fluorescence; stronger effect = lower value | AID 488922 | actives 1.2% (n = 310,000);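 active = ratio B-score over 3 SD below the library mean, with starting fluorescence within 5 SD of its mean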;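 also: negative B-score means less thallium flux so channel inhibition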
Target sequence (Q9NPC2 whole entry, looked up, the tested form may be a part): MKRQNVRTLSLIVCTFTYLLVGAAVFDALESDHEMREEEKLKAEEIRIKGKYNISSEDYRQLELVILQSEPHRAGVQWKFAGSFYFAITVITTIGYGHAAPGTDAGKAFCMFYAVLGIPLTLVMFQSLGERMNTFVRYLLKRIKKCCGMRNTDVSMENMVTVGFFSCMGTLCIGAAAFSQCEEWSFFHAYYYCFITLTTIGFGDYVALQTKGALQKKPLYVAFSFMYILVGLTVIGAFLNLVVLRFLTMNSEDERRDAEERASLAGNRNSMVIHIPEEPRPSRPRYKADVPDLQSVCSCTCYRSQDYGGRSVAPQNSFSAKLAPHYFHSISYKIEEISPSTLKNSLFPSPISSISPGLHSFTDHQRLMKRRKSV
KCNK3 block: human KCNK3 channel inhibition, primary screen; O14649; CHO-KCNK3 thallium flux, FluxOR fluorescence; stronger effect = lower value; AID 602410; B-score at 10 µM; actives 0.84% (n = 340,000);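 active = B-score under library mean minus 4 SD, starting fluorescence ratio at most library mean plus 5 SD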;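 also: more negative B-score means stronger inhibition of thallium flux through KCNK3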
KCNQ1 act: potentiators or activators of human KCNQ1 potassium channel; CHO-K1 KCNQ1, thallium flux FluxOR fluorescence; stronger effect = higher value; P51787; AID 2648; actives 0.35% (n = 310,000); B-score at 10 µM;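 active = fluorescence ratio B-score, a plate-corrected score, at least three library SD, with initial intensity B-score within 5 SD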
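Doses: Single concentration per compound, DMSO matched to controls | Test system: KCNQ1-transfected CHO-K1 cells | Timing: 90 min dye loading and 20 min compound exposure, both at room temperature | Measured by: Kinetic FluxOR thallium fluorescence, 10-s 1-Hz baseline, 110-s post-stimulus read | Medium: Assay buffer with matched DMSO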
TMEM16A inh: blocks the mouse calcium-activated chloride channel TMEM16A | Q8BHY3 | HEK293 TMEM16A/YFP iodide influx fluorescence, ionomycin | normalized B-score (activity score, 25-100; higher = stronger inhibition) at 10 µM | actives 1.2% (n = 310,000);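 active = ratio plate-corrected score three or more library SD toward inhibition, starting fluorescence score within five deviations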;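 also: score derived from kinetic fluorescence span divided by baseline fluorescence per well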
RGS4 block: human RGS4 inhibition; P49798; HEK293 M3R/RGS4 inducible, Fluo-4 calcium flux; stronger effect = higher value; triggered by carbachol at its EC20; B-score at 10 µM; actives 0.45% (n = 310,000); AID 463165;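 active = B-score, a plate-corrected calcium signal, over three deviations above library mean, with baseline fluorescence within five deviations of library mean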;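 also: RGS4 expression induced by doxycycline in cells with stable M3 receptor; B-score is computed from the integrated fluorescence ratio over baseline after carbachol; higher B-score means a larger calcium signal and so more RGS4 inhibition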
Target sequence (P49798 whole entry, looked up): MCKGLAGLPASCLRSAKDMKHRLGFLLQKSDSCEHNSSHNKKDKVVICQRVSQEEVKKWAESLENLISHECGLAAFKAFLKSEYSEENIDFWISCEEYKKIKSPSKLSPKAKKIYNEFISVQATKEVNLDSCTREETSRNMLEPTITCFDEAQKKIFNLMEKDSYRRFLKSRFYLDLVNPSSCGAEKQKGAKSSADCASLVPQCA
MrgX1 agonist: activates human MrgX1 receptor signaling; Q96LB2; MrgX1-HEK293 cells, Fluo-4 calcium fluorescence, agonist mode; stronger effect = higher value; B-score at 10 µM; actives 0.44% (n = 310,000); AID 588627;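 active = calcium response B-score plate-corrected fluorescence ratio at least 3 library SD, with starting fluorescence B-score inside 5 SD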
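Material: MrgX1-expressing HEK293 cells; input: 15,000 cells per well; doses: test compound given as first of three sequential additions; schedule: overnight plating before 1 h dye loading; technique: Fluo-4 NW calcium-flux fluorescence, kinetic read; evaluation: baseline-normalised fluorescence change ratio, B-scored; control set: plate-wise positive and negative controls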
KCNQ1 inh: inhibitors of human KCNQ1 potassium channel; P51787; B-score at 10 µM; actives 1.3% (n = 310,000); CHO-K1 KCNQ1, FluxOR thallium flux fluorescence; stronger effect = higher value;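 active = compounds whose thallium flux B-score, printed positive for inhibition, exceeds three library SD while starting fluorescence stays within three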;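 also: channel opened by potassium depolarization with thallium stimulus after 20 min compound exposure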
Active calls of the source: *; i = inactive; · = not tested or not shown.

SMILES	RGS4 pot	hERG protect	MrgX1 PAM	TMEM16A act	KCNK9 block	KCNK3 block	KCNQ1 act	TMEM16A inh	RGS4 block	MrgX1 agonist	KCNQ1 inh
COc1cc(C(c2sc3nc(C)nn3c2O)N2CC(C)CC(C)C2)cc(OC)c1OC (centres undefined)	i	-7.2	i	i	i	i	i	i	i	i	i
O=C(CSc1nc2ccccc2n1S(=O)(=O)c1ccccc1)N1CCCC1	i	-2.6	i	i	i	i	i	i	i	i	i
Cc1ccc(O)c(NC(=O)C2CCCN2C(=O)OCc2ccccc2)c1 (centres undefined)	i	-9.3	i	i	i	i	i	i	i	i	i
CC(=O)Nc1ccc(NC(=O)Nc2cccc(C)c2C)cc1	i	-5.2	i	i	i	i	i	i	i	i	i
Cc1cc(C)cc(NS(=O)(=O)c2cc3[nH]c(=O)c(=O)[nH]c3cc2C)c1	i	-7.0	i	i	i	i	i	i	i	i	i
Cc1ccc(C(=O)c2oc3ccc(Cl)cc3c2NC(=O)CN2CCN(C)CC2)cc1	i	-28.3	i	i	i	i	i	i	i	i	i
CCOC(=O)c1cc(-c2ccccc2)sc1N	i	-4.6	i	i	i	i	i	i	i	i	i
CCCN1C/C(=C/c2ccc3c(c2)OCO3)C(=O)/C(=C/c2ccc3c(c2)OCO3)C1	i	-6.2	i	i	i	i	i	i	i	i	i
O=C(Cc1csc(-c2ccccc2)n1)NCc1ccc(F)cc1	i	-7.6	i	i	i	i	i	i	i	i	i
Cc1ccc(-n2nnnc2SCc2nnc(-c3ccccc3Br)o2)cc1	i	-7.4	i	i	i	i	i	i	i	i	i
O=C(CCN1C(=O)c2ccccc2C1=O)Nc1nc2ccccc2s1	i	-6.5	i	i	i	i	i	i	i	i	i
Cc1nnc(SCc2ccc(C(=O)O)cc2)s1	i	-13.8	i	i	i	i	i	i	i	i	i
Cc1ccc(/C=N/NC(=O)CNC(=O)COc2ccc(Cl)cc2)o1	i	-4.3	i	i	i	i	i	i	i	i	i
COc1cc(/C=N/c2oc(C)c(C)c2C#N)cc(Br)c1O	i	-8.5	i	i	i	i	i	i	i	i	i
Cc1c(Cl)c([N+](=O)[O-])nn1CC(=O)NC1CCCCC1	i	1.5	i	i	i	i	i	i	i	i	i
O=C(NC1CCCCC1)C(c1ccc(F)cc1)N(C(=O)c1csnn1)C1CC1 (centres undefined)	i	-6.7	i	i	i	i	i	i	i	i	i
Cn1ccnc1Sc1nc2c(c(=O)n(C)c(=O)n2C)n1C	i	-1.8	i	i	i	i	i	i	i	i	i
CCC(=O)N1CCc2cc(S(=O)(=O)NC(C(=O)NC(C)c3ccccc3)C(C)C)ccc21 (centres undefined)	i	-12.3	i	i	i	i	i	i	i	i	i
COc1ccc(S(=O)(=O)NCCSCc2ccco2)cc1	i	-3.8	i	i	i	i	i	i	i	i	i
COC(=O)c1cc(OC)c(OC)cc1NC(=O)c1ccc(C)o1	i	-14.5	i	i	i	i	i	i	i	i	i
COc1ccc(NC(=O)Cn2ncc(Cl)c(Cl)c2=O)cc1S(=O)(=O)N1CCOCC1	i	-10.4	i	i	i	i	i	i	i	i	i
COc1cccc(C(C(=O)NC2CCCC2)N(C(=O)c2ccco2)c2ccc(-n3cnnn3)c(C)c2)c1OC (centres undefined)	i	-7.3	i	i	i	i	i	i	i	i	i
COc1cccc(CN(CC(=O)NC2CCCC2)C(=O)Cn2nnc(-c3cccs3)n2)c1	i	32.4*	i	i	i	i	i	i	i	i	i
Fc1cccc(Cn2cc(C(=S)N3CCOCC3)c3ccccc32)c1	i	-10.8	i	i	i	i	i	i	i	i	i
Cc1ccccc1NS(=O)(=O)c1ccc(C(=O)OCC(=O)NCC(C)C)cc1	i	-7.0	i	i	i	i	i	i	i	i	i
COC(=O)CCCNc1ncccc1[N+](=O)[O-]	i	-7.3	i	i	i	i	i	i	i	i	i
CCN(C(=O)CN1CCN(c2cccc(C(F)(F)F)c2)CC1)c1c(N)n(Cc2ccccc2)c(=O)[nH]c1=O	i	-12.4	i	i	i	i	i	i	i	i	i
CCc1nn(CC(=O)NCCCN(CC)CC)c(=O)c2cc3sc(C)cc3n12	i	-9.2	i	i	i	i	i	i	i	i	i
CCn1c(SCC(=O)Nc2ncc(C(F)(F)F)cc2Cl)nnc1-c1ccccc1	i	-7.6	i	i	i	i	i	i	i	i	i
COc1ccccc1Nc1ncnc2ccccc12	i	-7.4	i	i	i	i	i	i	i	i	i
O=C(N/N=C/c1cccc(OCC(=O)N2CCCC2)c1)C(=O)Nc1ccccc1F	i	-5.7	i	i	i	i	i	i	i	i	i
Cc1ccc(C(NC(=O)/C=C\c2ccc3c(c2)OCO3)C(=O)Nc2ccc3c(c2)OCO3)cc1 (centres undefined)	i	-11.3	i	i	i	i	i	i	i	i	i
Cc1ccc2c(c1)c(C)c(C)n2CC(O)CN1CCCCC1C (centres undefined)	i	1.7	i	i	i	i	i	i	i	i	i
Cc1oc2cc(O)ccc2c(=O)c1Oc1ccc2ccccc2c1	i	-8.0	i	i	i	i	i	i	i	i	i
Cc1cc(OCC(=O)NCCCn2ccnc2)c2c(C)cc(=O)oc2c1	i	-6.8	i	i	i	i	i	i	i	i	i
CC1=C(C(=O)NCc2ccccc2)C(c2ccccc2OCC(N)=O)NC(=O)N1 (centres undefined)	i	-2.2	i	i	i	i	i	i	i	i	i
O=C(c1cccc(S(=O)(=O)N2CCOCC2)c1)N(CCO)Cc1ccccc1	i	-10.4	i	i	i	i	i	i	i	i	i
CC(=NCc1ccco1)c1c(C(F)(F)F)[nH]n(-c2nc3ccccc3s2)c1=O	i	-6.5	i	i	i	i	i	i	i	i	i
Cn1c(SC2C(=O)CC(C)(C)CC2=O)nnc1-c1ccco1	i	-3.6	i	i	i	i	i	i	i	i	i
CC(=O)N1CCc2cc(S(=O)(=O)Nc3ccc(C)cc3C)ccc21	i	-12.3	i	i	i	i	i	i	i	i	i
CCN(CC)S(=O)(=O)c1ccc(F)c(C(=O)NCCC(C)C)c1	i	-6.1	i	i	i	i	i	i	i	i	i
COC(=O)c1ccc(CSc2n[nH]c(-c3ccccc3)n2)o1	i	-5.7	i	i	i	i	i	i	i	i	i
O=[N+]([O-])c1cccc(/C=N/Nc2cc(N3CCOCC3)ncn2)c1	i	-8.2	i	i	i	i	i	i	i	i	i
COC(=O)CNC(=O)c1cc(OC)cc(OC)c1	i	-8.3	i	i	i	i	i	i	i	i	i
CCc1cc(C(c2ccncc2)N2CCN(C)CC2)c(NC(=O)c2ccccc2)s1 (centres undefined)	i	-0.8	i	i	i	i	i	i	i	i	i
CCNc1c2c3c(cccc3n(C)c1=O)C(=O)c1ccccc1-2	i	-43.6	i	·	i	·	i	i	i	i	i
CCCc1cc(N2CCCC(C(=O)NCc3ccc4c(c3)OCO4)C2)n2ncnc2n1 (centres undefined)	i	-5.2	i	i	i	i	i	i	i	i	i
CCOCC(=O)Nc1nc2ccc(S(C)(=O)=O)cc2s1	i	-8.6	i	i	i	i	i	i	i	i	i
COc1ccccc1CNC(=O)CSc1nc(N)c(C#N)c(-c2cccs2)c1C#N	i	-7.2	i	i	i	i	i	i	i	i	i
COc1ccc(NS(=O)(=O)c2cnc[nH]2)cc1	i	-9.2	i	i	i	i	i	i	i	i	i
(further entries)
SMILES	RGS4 pot	hERG protect	MrgX1 PAM	TMEM16A act	KCNK9 block	KCNK3 block	KCNQ1 act	TMEM16A inh	RGS4 block	MrgX1 agonist	KCNQ1 inh
COCCN1CC(CNC(=O)c2cc(COc3ccc(C)c(C)c3)on2)CC1=O (centres undefined)	i	-4.9	i	i	i	i	i	i	i	i	i
COc1cc(-c2nc3sc(C)c(C)c3c(=O)o2)cc(OC)c1OC	i	1.2	i	i	i	i	i	i	i	i	i
O=C(CCNc1ccc(F)cc1)c1cccc([N+](=O)[O-])c1	i	-18.4	i	i	i	i	i	i	i	i	6*
Cc1ccc(S(=O)(=O)N2CCN(C(=O)c3cc(-c4cccs4)nn3-c3ccccc3)CC2)cc1	i	-10.9	i	i	i	i	i	i	i	i	i
CN(C)C(=O)CCN1CCOCC1	i	-11.2	i	i	i	i	i	i	i	i	i
O=C(CSc1ncnc2c1nnn2-c1ccc(F)cc1)NCC1CCCO1 (centres undefined)	i	-2.4	i	i	i	i	i	i	i	i	i
COc1ccccc1NC(=O)CSc1ccc2nnc(-c3ccccn3)n2n1	i	-8.2	i	i	i	i	i	i	i	i	i
O=C(COC(=O)c1cccnc1Cl)Nc1ccc2c(c1)OCCO2	i	37.3*	i	i	i	i	i	i	i	i	i
COc1ccc(NC(=O)c2ccc3c(c2)C(=O)N(CC2CCCO2)C3=O)cc1 (centres undefined)	i	-7.0	i	i	i	i	i	i	i	i	i
Cc1ccc(S(=O)(=O)Nc2nc(C)c(NC(=O)Nc3ccc(Cl)cc3Cl)s2)cc1	i	-3.1	i	i	i	i	i	i	i	i	i
COc1ccc(-c2c(C#Cc3ccsc3)c3ccccc3n2C)cc1	i	-11.0	i	i	i	i	i	i	i	i	i
CCCCCc1c(C)nc(NCc2ccccc2)[nH]c1=O	i	-3.9	i	i	i	i	i	i	i	i	i
Cc1ccc(NC(=O)CSc2nnc(-c3cnccn3)n2Cc2ccco2)cc1C	i	-8.3	i	i	i	i	i	i	i	i	i
Cc1cc(OCC(=O)NC(Cc2ccc(Cl)cc2)C(=O)O)c2c(C)c(C)c(=O)oc2c1 (centres undefined)	i	-3.7	i	i	i	i	i	i	i	i	i
O=C(CSc1ncnc2ccccc12)N1CCCC1	i	-14.3	i	i	i	i	i	i	i	i	i
Cc1oc(=O)c(NC(=O)c2cccc(Cl)c2)cc1C(=O)c1ccccc1	i	-10.9	i	i	i	i	i	i	i	i	i
O=C(Nc1ccc(F)cc1)C(Sc1nc2ccccc2[nH]1)c1ccccc1 (centres undefined)	i	-8.2	i	i	i	i	i	i	i	i	i
CCCc1nnc(NC(=O)c2c(O)c3cccc4c3n(c2=O)CCC4)s1	i	-4.2	i	·	i	·	i	i	i	i	i

Screens deposited in PubChem BioAssay by Johns Hopkins Ion Channel Center.

Rows were taken by chance; overall some 6.3% were active at least once.
